# Rac1 GTP hydrolysis: MgcRacGAP GTPase-activating activity inhibitors, confirmation, biochemical, ADP Hunter fluorescence; MgcRacGAP-stimulated Rac1 GTP hydrolysis, ADP Hunter fluorescence; higher % means a stronger effect; GST-tagged Rac1 F28L mutant substrate; 340,000 tested, 0.6% active; inhibition, % at 30 µM; hits with a dose series show IC50 in µM;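 active means first-screen hits whose inhibition reached a set limit at any dose in the follow-up dose series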;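 further: fluorescence reports GDP produced by GAP-driven GTP hydrolysis; strong numbers were not always called active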
# NS5 inhibitors: flavivirus cap methylation enzyme inhibition – biochemical, confirmation dose response, primary screen (AID 588689) | 340,000 tested, 0.3% active | Dengue-2 NS5 methyltransferase capping enzyme assay, biochemical; higher % means a stronger effect | inhibition, % at 25 µM, or IC50 in µM where a hit was titrated; in the data active means a potency from the dose series
# NS5 inhibitors pilot replicate: recorded beside NS5 inhibitors, whose call it bears; inhibition, %; measured here: pilot screen replicate inhibition
# Starred values were filed as active, the others as inactive.
SMILES,Rac1 GTP hydrolysis,NS5 inhibitors,others
O=C(CN1C(=O)NC(c2ccccc2)(c2ccccc2)C1=O)NCc1cccs1,3%,-13%,
CCN(C(=O)CSc1nnc(-c2cccc(Cl)c2)n1N)c1c(N)n(Cc2ccccc2)c(=O)[nH]c1=O,8%,-4%,
C=CC[C@H](CC(=O)OC(C)(C)C)C(=O)OC[C@H]1CCCN1C(=O)[C@@H](CC=C)CC(=O)N(CCO)Cc1ccccc1,8%,1%,
CCCc1c(C(=O)N/N=C/c2ccc(-c3ccccc3)cc2)nnn1-c1nonc1N,14%,-5%,
C1=C(c2cc3ccccc3cn2)CCCC1,6%,1%,
O=C(C[C@@H]1C/C=C\C[C@H](Cc2ccc(F)cc2)C(=O)OCCNC1=O)NCCO,8%,0%,
CCN(C(=O)COC(=O)[C@H](C)N=C1NS(=O)(=O)c2ccccc21)C1CCS(=O)(=O)C1 (stereo not given in full),9%,1%,
CC[C@]12c3[nH]c4ccc(Cl)cc4c3CCN1C(=O)[C@@H](CC(=O)NCCCOC)C[C@@H]2C(=O)N1CCN(C(=O)c2ccco2)CC1,8%,-1%,
CC1(c2ccc3c(c2)OCCO3)NC(=O)N(CC(=O)Nc2ccccc2F)C1=O (stereo not given),-4%,-13%,
O=C(NCCC(=O)N1CCN(C(=O)c2ccco2)CC1)c1ccccc1Cl,0%,12%,
CC1(c2ccccc2)NC(=O)N(CC(=O)N2CCN(S(=O)(=O)c3c(F)cccc3F)CC2)C1=O (stereo not given),2%,-4%,
C/C=C/c1ccc2c(c1)O[C@H](CN(C)C(=O)NC1CCCC1)[C@H](C)CN([C@H](C)CO)S2(=O)=O,9%,3%,

# Grouped by structure: those above containing four or more nitrogen atoms
SMILES,Rac1 GTP hydrolysis,NS5 inhibitors,others
CCN(C(=O)CSc1nnc(-c2cccc(Cl)c2)n1N)c1c(N)n(Cc2ccccc2)c(=O)[nH]c1=O,8%,-4%,
CCCc1c(C(=O)N/N=C/c2ccc(-c3ccccc3)cc2)nnn1-c1nonc1N,14%,-5%,
CC[C@]12c3[nH]c4ccc(Cl)cc4c3CCN1C(=O)[C@@H](CC(=O)NCCCOC)C[C@@H]2C(=O)N1CCN(C(=O)c2ccco2)CC1,8%,-1%,
CC1(c2ccccc2)NC(=O)N(CC(=O)N2CCN(S(=O)(=O)c3c(F)cccc3F)CC2)C1=O (stereo not given),2%,-4%,

# Carrying on:
SMILES,Rac1 GTP hydrolysis,NS5 inhibitors,others
COc1ccc(NCC(=O)Nc2cccc(C(F)(F)F)c2)cc1S(=O)(=O)N1CCOCC1,6%,7%,
O=C1NC(=O)C2(CCCc3ccc([N+](=O)[O-])cc32)N1 (stereo not given),4%,-6%,
O=C(OCc1ccccc1)N(CCF)c1cn(Cc2ccccc2)c(=O)n(Cc2ccccc2)c1=O,2%,-2%,
CCCCC[C@@H](O)c1cc2ccccc2c(=O)o1,4%,-5%,
COc1ccc(OC)c(C=Cc2ccc([N+](=O)[O-])cc2)c1,5%,-6%,
COc1cc(OC)c(C(=O)OCC(=O)Nc2ccc(S(=O)(=O)N3CCOCC3)cc2)cc1OC,7%,-3%,
O=C(N[C@H]1CCC(=O)N([C@H](CSc2ccc(Br)cc2)Cc2ccccc2)CC1)OCc1ccccc1,3%,-4%,
COc1ccc(CC(=O)N[C@@H]2c3ccccc3CC[C@H]2OCc2ccccc2)cc1,10%,-5%,NS5 inhibitors pilot replicate=2.4
CC(=O)Nc1cccc(NC(=O)/C=C/c2ccc(S(=O)(=O)N3CCOCC3)cc2)c1,18%,-2%,
CC(C)NC(=O)N(C)C[C@@H]1Oc2cc(C#Cc3ccccn3)ccc2S(=O)(=O)N([C@@H](C)CO)C[C@H]1C,15%,3%,
O=C(COC(=O)c1cccnc1Cl)NCCCc1ccccc1,7%,3%,
Cc1ccc(C)c(NC(=O)CN(C)C(=O)COc2ccc3ccccc3c2)c1,3%,-4%,
CC(C)(C)S(=O)(=O)N1C[C@H]2CC/C=C\C/C=C\2[C@@H]1CCO,14%,-5%,
O=C(COC(=O)c1ccco1)NCc1ccc(Cl)cc1Cl,2%,-1%,
O=C(COC(=O)c1ccc(Br)o1)NCc1ccc2c(c1)OCO2,5%,-3%,
C[C@@H]1CN([C@H](C)CO)C(=O)CCCn2nncc2CO[C@@H]1CN(C)C(=O)Nc1ccc2c(c1)OCO2,4%,3%,
O=C(c1ccccc1)c1ccc2ccccc2c1,8%,4%,
c1cncc(CNc2ncnc3ccc(-c4ccc5c(c4)OCCO5)cc23)c1,3%,-1%,
COc1cc(N=Nc2ccc(C(=O)N(C)C)cc2)c(C)cc1N,53µM*,4%,
O=S(=O)(c1ccc(F)cc1F)N1CCN(CCO)CC1,4%,4%,
COC(=O)[C@@]1(C)[C@H]2C(=O)N(Cc3ccccc3)C(=O)[C@H]2[C@H]2CN=C(SCc3ccc(Cl)cc3)N21,11%,1%,NS5 inhibitors pilot replicate=-0.6
COc1ccccc1-c1nnc(SCC(=O)NC2CCCCC2)n1N,2%,-4%,
[O-][N+](=Cc1ccccc1)c1ccc(Cl)cc1,9%,2%,
O=C(CCN1C(=O)c2ccccc2C1=O)c1ccccc1,6%,-5%,
CCOC(=O)[C@H]1[C@H]2COc3ccc(Cl)cc3[C@@H]2N2C(=O)[C@H](C)NC(=O)[C@@]12C,0%,-7%,
O=C(Nc1cccc(C(=O)N2CCCC2)c1)C1CCCCC1,11%,-1%,NS5 inhibitors pilot replicate=1.8
COC(=O)[C@]1(C)N[C@H](CN(C)S(=O)(=O)c2ccc(C)cc2)[C@@H]2C(=O)N(Cc3ccccc3)C(=O)[C@@H]21,8%,-1%,NS5 inhibitors pilot replicate=2.7
Cc1cnc(NC(=O)C2CC(=O)N(c3ccc4c(c3)OCCO4)C2)s1 (stereo not given),3%,-3%,
CN(C)c1ccc(/C=C2\c3ccccc3C(=O)N2c2ccccc2)cn1,19%,-17%,
CCNC(=O)Nc1cc(S(=O)(=O)Nc2ccc(OC)cc2)ccc1N1CCOCC1,2%,5%,
COc1cc(CNC(=O)c2cc(C(=O)NCc3cc(OC)cc(OC)c3)n(C)n2)cc(OC)c1,6%,-3%,
Cc1ccc(NC(=O)CSc2nnc(COc3ccccc3F)n2N)cc1S(=O)(=O)N1CCOCC1,1%,-3%,
CCc1nnc(NC(=O)c2cccc(S(=O)(=O)N3CCN(C)CC3)c2)s1,9%,1%,
CC(=O)c1c(O)c(C)c(O)c2c1OC1=Cc3c(c(C)nn3-c3ccccc3)C(=O)C12C (stereo not given),0%,-5%,
C[C@H](CO)N1C[C@H](C)[C@@H](CN(C)Cc2ccc3c(c2)OCO3)Oc2cc(Br)ccc2S1(=O)=O,6%,-2%,
CC1(C)CN(CCc2ccccc2)C(=O)[C@H]1CC(=O)Nc1ccccc1,9%,-2%,
O=C(NNc1c(F)c(F)cc(F)c1F)c1ccco1,2%,-5%,
OCC1OC(n2cnc3c(SCc4ccccc4)nc(NO)nc32)C(O)C1O (stereo not given),6%,3%,
O=C(NCCN1CCOCC1)c1ccc2c(c1)N(Cc1cccc(Cl)c1)C(=O)c1ccccc1S2(=O)=O,12%,-1%,
CCCc1cc(=O)[nH]c(SCC(=O)N2CCc3ccccc32)n1,4%,-6%,
O=C(Nc1cccc(-c2cccc(Cl)c2)c1)C1CCN(Cc2nccs2)CC1,-18%,1%,
Cc1ccc(NS(=O)(=O)c2ccc(Cl)nc2)c(C)c1,6%,-5%,
CC1CCCC(NC(=O)CSc2ncnc3ccccc23)C1C (stereo not given),0%,-2%,
COc1ccc([C@H]2C[C@H](n3cc(-c4ccc(F)cc4)nn3)[C@@H](O)CN2CC2CCCCC2)cc1,9%,7%,
COc1ccc(C(=O)Nc2ccc(N3CCOCC3)cc2)cc1S(=O)(=O)N1CCCC1,9%,5%,
NC(=N\N=Cc1ccco1)/C(N)=N/N=Cc1ccco1,7%,-10%,
COc1ccc(NC(=O)c2ccc(NC(=O)c3cccnc3)cc2)cc1,8%,-2%,
COc1ccc(S(=O)(=O)Nc2ccc3c(c2)CC(=O)N([C@@H](C)CO)C[C@@H](C)[C@@H](CN(C)Cc2ccccc2)O3)cc1,1%,0%,
O=C(NNC(=O)c1cc2ccccc2o1)c1ccc(F)cc1,5%,1%,
CCOC(=O)C1=C(C)N(C[C@@H]2CC[C@@H](Cc3ccc(-c4ccccc4)cc3)O2)C(=O)NC1c1ccc([N+](=O)[O-])cc1 (stereo not given in full),6%,-6%,NS5 inhibitors pilot replicate=-1.8
CCN1CCN(S(=O)(=O)c2ccc(Cl)c(C(=O)N(CC)Cc3ccccc3)c2)CC1,6%,-6%,
COc1ccc(C(=O)COC(=O)CCN2C(=O)C3CC=CCC3C2=O)c(OC)c1 (stereo not given),2%,1%,
Cc1ccc2c(c1)C=CC(C#N)N2C(=O)Oc1ccccc1 (stereo not given),9%,-9%,
COc1ccc(S(=O)(=O)N2CCOCC2)cc1C(=O)NCc1c(C)nn(Cc2ccccc2)c1C,5%,-3%,
Nc1ccn(C2OC(COP(=O)(O)O)C(O)C2O)c(=O)n1 (stereo not given),1%,-17%,
Cc1cc(C)n(CCCNC(=O)COc2ccc([N+](=O)[O-])cc2)n1,2%,-11%,
COc1cc(OC)c(C(=O)OCC(=O)N2CCN(S(=O)(=O)c3ccc(C)cc3C)CC2)cc1OC,0%,1%,
CCOc1ccc(/C=N/NC(=O)c2ccc3nc[nH]c3c2)cc1OC,4%,-5%,
COc1ccc(CN(C)CCCn2cnc3c(SC)ncnc32)cc1OC,5%,1%,
CN(Cc1ccccc1)S(=O)(=O)c1ccc(Cl)c(C(=O)N2CCC(C(N)=O)CC2)c1,1%,4%,

# A draw from above in order of length of the SMILES, smallest number first.
SMILES,Rac1 GTP hydrolysis,NS5 inhibitors,others
Nc1ccn(C2OC(COP(=O)(O)O)C(O)C2O)c(=O)n1 (stereo not given),1%,-17%,
COc1ccc(C(=O)COC(=O)CCN2C(=O)C3CC=CCC3C2=O)c(OC)c1 (stereo not given),2%,1%,
COc1ccc(S(=O)(=O)N2CCOCC2)cc1C(=O)NCc1c(C)nn(Cc2ccccc2)c1C,5%,-3%,

# The list continues:
SMILES,Rac1 GTP hydrolysis,NS5 inhibitors,others
CC1CCCC(O)(C(C(=O)O)c2ccccc2)C1 (stereo not given),-7%,-2%,
COCCN(C(=O)C(C)N1C(=O)c2ccccc2C1=O)c1c(N)n(CC(C)C)c(=O)[nH]c1=O (stereo not given),2%,-1%,
CCOc1ccccc1-n1nnnc1SCC(=O)N1CCCC1=O,0%,3%,
COc1cc2c(cc1OC)[C@@H](NC(=O)CCc1ccccc1)[C@H](OCc1ccccc1)C2,5%,0%,NS5 inhibitors pilot replicate=-1.8
NC(=O)C1CCCN(C(=O)CNC(=O)C23CC4CC(CC(C4)C2)C3)C1 (stereo not given),5%,-14%,
O=C(O)C1OC(C(=O)O)C(C(=O)O)C1C(=O)O (stereo not given),7%,24%,
Cc1ccccc1CC(=O)Nc1cccc(S(=O)(=O)N2CCCC2)c1,0%,-1%,
CCN1C[C@@H]2[C@@H]3C(=O)N(C)C(=O)[C@@H]3[C@](Cc3ccccc3)(C1=O)N2C(=O)c1ccc(Cl)c(Cl)c1,9%,-1%,
O=S(=O)(Nc1cccc(S(=O)(=O)N2CCCC2)c1)c1ccccc1F,5%,-10%,
COc1ccc(CN2C(=O)C(CC(=O)NCC3CCCCC3)CC(C(=O)N(C(C)C)C(C)C)=C2C)cc1 (stereo not given),7%,4%,
CCOc1ccccc1OCCCC(=O)N1CCN(S(=O)(=O)c2ccccc2C#N)CC1,18%,-3%,
CCC1CCCCN1C(=O)COC(=O)COc1ccc(Br)cc1 (stereo not given),4%,-1%,

# Retrieved one by one from above:
SMILES,Rac1 GTP hydrolysis,NS5 inhibitors,others
COc1cc2c(cc1OC)[C@@H](NC(=O)CCc1ccccc1)[C@H](OCc1ccccc1)C2,5%,0%,NS5 inhibitors pilot replicate=-1.8
O=S(=O)(Nc1cccc(S(=O)(=O)N2CCCC2)c1)c1ccccc1F,5%,-10%,
COc1ccc(CN2C(=O)C(CC(=O)NCC3CCCCC3)CC(C(=O)N(C(C)C)C(C)C)=C2C)cc1 (stereo not given),7%,4%,
NC(=O)C1CCCN(C(=O)CNC(=O)C23CC4CC(CC(C4)C2)C3)C1 (stereo not given),5%,-14%,
Cc1ccccc1CC(=O)Nc1cccc(S(=O)(=O)N2CCCC2)c1,0%,-1%,

# Additional compounds.
SMILES,Rac1 GTP hydrolysis,NS5 inhibitors,others
COc1cc(N)c2ncccc2c1Cl,8%,28%,
CN(C)CCNc1ccc2nnn3c4ccc(O)cc4c(=O)c1c23,63µM*,0%,
Cc1ccc(-c2ccccc2C2=CC(=O)CC(C)(C)C2=O)cc1,12%,7%,
Cc1ccc(NC(=O)CO/N=C(\N)c2ccccc2)cc1C,3%,2%,
Cc1noc(C)c1NC(=O)N(C)C[C@H]1OCc2cnnn2CCCC(=O)N([C@@H](C)CO)C[C@H]1C,9%,-6%,
NC(=O)C1C2CCC(C2)C1C(N)=O (stereo not given),-8%,6%,
CCCNC(=O)C[C@@H]1C[C@H]2c3cc(NC(=O)c4ccc5c(c4)OCO5)ccc3O[C@H]2[C@@H](CO)O1,17%,-3%,
CC(=O)N1CCN(C(=O)CCNC(=O)c2ccc(Br)cc2)CC1,3%,-5%,
CCCCCNC(=O)c1ccc(NC(=O)CC2SC(N3CCCC3)=NC2=O)cc1 (stereo not given),15%,-5%,
S=c1[nH]nc(NC2CCCCC2)s1,20%,-2%,
C[C@H](CO)N1C[C@H](C)[C@@H](CN(C)S(=O)(=O)c2cn(C)cn2)Oc2c(NS(=O)(=O)c3cn(C)cn3)cccc2C1=O,5%,-2%,NS5 inhibitors pilot replicate=2.7
CC[C@]12c3[nH]c4ccccc4c3CCN1C(=O)C(CC(=O)NCc1ccco1)C[C@@H]2C(=O)N1CCN(C(=O)C2CC2)CC1 (stereo not given in full),9%,1%,NS5 inhibitors pilot replicate=-4.9
Nc1nc(N2CCCCC2)c2ncn(C3OC(CO)C(O)C3O)c2n1 (stereo not given),6%,-4%,

# Bioassay records as filed in PubChem.

# These rows are one share of the data; count on the stated rates, not on these rows.
